Source: PubChem (NCI)
All columns: NCI-60 one-dose screen, growth in % after 48 h at 10 µM unless noted; 100 = growth as untreated, 0 = no growth, -100 = all killed.
MOLT-4: MOLT-4 leukemia cells; 6.9% of 80,000 active; AID 1794779
MDA-MB-435: MDA-MB-435 melanoma; 7.8% of 82,000 active; AID 1794794
HOP-62: HOP-62 NSCLC; 3.9% of 80,000 active
SR: SR leukemia cells | 8.7% of 73,000 active | AID 1794780
K-562: K-562 leukemia. 7.4% of 78,000 active. AID 1794777
CCRF-CEM: CCRF-CEM leukemia; 7% of 77,000 active
RPMI-8226: RPMI-8226 leukemia cells. 7.5% of 77,000 active
HOP-92: HOP-92 NSCLC cells. 6.3% of 71,000 active. AID 1794738
* hit, by the source's call; · = no result given; & = joins results of further samples. Rule for the calls: active = growth percent below 10; inactive = the rest.

SMILES	MOLT-4	MDA-MB-435	HOP-62	SR	K-562	CCRF-CEM	RPMI-8226	HOP-92
Cc1ccc(C(SCC(N)C(=O)O)(c2ccc(C)cc2)c2ccc(C)cc2)cc1 (stereo not given)	7.7*	-60*	-48*	·	0.4*	6.8*	-37*	-15*
NC(=O)N/N=C/c1ccc2c(c1)OCO2	101	107	100	98	95	104	106	106
N#CC1=C(c2ccccc2)Nc2c(c(-c3ccc(Cl)cc3)nn2-c2ccccc2)C12C(=O)Nc1ccccc12 (stereo not given)	70	89	89	18	83	89	83	72
CCOC(=O)C1=C(N)Oc2n[nH]c(C)c2C1c1cc2cc(Br)ccc2nc1Cl (stereo not given)	98	104	95	100	94	106	104	98
COc1cccc(-c2nn(-c3ccccc3)cc2-c2ccnc(NCCN3CCOCC3)c2)c1	48	92	92	71	54	77	47	35
O=C(NCCNC(=O)Nc1ccc(Cl)cc1)Nc1ccc(Cl)cc1	103	112	109	91	109	95	·	78
O=C(Cc1ccc(NS(=O)(=O)c2ccccc2)cc1)N1CCN(c2ccc(Cl)c(Cl)c2)CC1	68	83	98	44	71	69	65	77
O=C(NNc1ccc([N+](=O)[O-])cn1)Nc1ccc(Cl)cc1	105	100	80	101	104	90	100	·
CCCCC(C)(O)c1ccccc1 (stereo not given)	98	96	104	95	100	104	99	·
CN(C)CCC(=O)c1ccc2c(c1)CCCC2	121	105	83	115	111	107	77	87
CCOC(=O)/C(Cc1nc(OCc2ccccc2)cc(OCc2ccccc2)n1)=N/O	72	97	98	85	73	82	·	83
COc1ccc(/C(C)=N/N=C2C(=O)N(C)c3ccc(Br)cc32)cc1S(N)(=O)=O	85	96	36	·	93	89	79	28
CCCCN1CC(=O)N(/N=C2\C(=O)Nc3ccccc32)C1=S	95	91	85	75	98	96	94	64
COc1cc(C2=Nc3c/c(=C\c4c(O)[nH]c5ccccc45)ccc3=N2)cc(OC)c1OC	75	59	86	76	88	62	72	54
O=C(O)C(=N\Nc1ccccc1)/C(=N\Nc1ccccc1)C(=O)O	97	113	93	103	101	76	·	·
O=C1NN(C(=O)c2ccc3ccccc3c2)C(c2ccccc2)=N/C1=C/c1ccoc1	83	95	77	·	79	95	76	47
CCOC(=O)c1c(C)nc2c(c1N)C(=O)C(=O)N2CCc1ccc(OC)c(OC)c1	57	41	59	36	26	75	43	82
O=S(=O)(NCCNc1nccc(-c2c(-c3ccc(O)cc3)nc3sccn23)n1)c1ccc(F)cc1	97	108	109	·	100	95	94	104
C=CCc1ccccc1C	103	104	101	104	113	95	101	88
Cc1cccc(N2CCN(CC(O)COc3ccccc3C)CC2)c1 (stereo not given)	117	96	95	95	117	111	110	93
O=[N+]([O-])c1ccc(/C=N\O)cc1	99	103	106	·	·	106	107	·
CCOC(=O)C(CCC1OCCO1)C(C)=O (stereo not given)	90	103	98	97	·	103	105	·
COc1cc(/C=C/C(=O)c2c(C)n([O-])c3ccc(Cl)cc3[n+]2=O)cc(OC)c1OC	-35*	84	110	12	46	-34*	73	79
O=C1c2nc3n(c2C(=O)c2nc4n(c21)CCCC4)CCOC3	97	96	118	94	94	108	99	·
Clc1ccc2nc(O[C@@H]3CCOC3)c(-c3nn[nH]n3)c(-c3ccccc3)c2c1	100	104	93	100	96	100	·	95

Single records, from the list above:
O=C1NN(C(=O)c2ccc3ccccc3c2)C(c2ccccc2)=N/C1=C/c1ccoc1 is entered as MOLT-4 = 83; MDA-MB-435 = 95; HOP-62 = 77; SR = ·; K-562 = 79; CCRF-CEM = 95; RPMI-8226 = 76; HOP-92 = 47
CCOC(=O)/C(Cc1nc(OCc2ccccc2)cc(OCc2ccccc2)n1)=N/O is entered as MOLT-4 = 72; MDA-MB-435 = 97; HOP-62 = 98; SR = 85; K-562 = 73; CCRF-CEM = 82; RPMI-8226 = ·; HOP-92 = 83

Next compounds
SMILES	MOLT-4	MDA-MB-435	HOP-62	SR	K-562	CCRF-CEM	RPMI-8226	HOP-92
Clc1ccc(C(c2ccccc2)C(Cl)Cl)cc1 (stereo not given)	104	100	98	118	97	108	104	80
CN1CCN(C2=Nc3ccccc3Oc3ccc(Cl)cc32)CC1	80	97	·	77	·	100	99	80
CC1CCC(=NNC(=O)Cc2ccccc2Nc2c(Cl)cccc2Cl)CC1 (stereo not given)	108	102	83	102	110	105	105	90
c1ccc(-c2ccc(-c3ccccc3)[nH]2)cc1	80	98	105	96	81	91	80	·
CN1CCN(C(=S)S)CC1	105	109	108	104	74	89	102	104
COc1ccc(/C=C(/C(=O)N2CCN(Cc3ccccc3)CC2)c2cc(OC)c(OC)c(OC)c2)cc1O	72	1.0*	74	28	23	65	67	44
Cc1ccc2c(c1)c(-c1nc(-c3cn(C)c4ncccc34)cs1)cn2C	95	98	118	·	98	90	93	101
CCOC(=O)c1cn2c(c1C(=O)OCC)C(O)(c1ccc(Br)cc1)N(C)c1ccccc1-2 (stereo not given)	102	98	93	76	99	97	99	87
COc1ccc(-c2nn(-c3ccc(S(C)(=O)=O)cc3)cc2/C=C/C(=O)c2ccc(NC(=O)CO[N+](=O)[O-])cc2)cc1	105	104	100	74	96	103	100	95
COc1ccc(NC(=O)CSc2nnc(-c3ccc4nc(-c5ccc(OC)cc5)[nH]c4c3)o2)cc1	89	99	109	86	85	89	74	108
O=C(O)CCC(=O)/C=C/c1cccc2ccccc12	99	103	92	97	·	105	119	·
COCC(=O)NNc1[nH]c(-c2ccc(OC)cc2)cc1C#N	82	102	·	102	97	56	101	95
Cc1onc(-c2c(F)cccc2Cl)c1C(=O)Oc1ccccc1	92	101	95	·	72	·	71	67
C=CCNC(=S)NNc1ccc([N+](=O)[O-])cn1	99	96	105	98	94	71	101	98
O=C1/C(=C\c2cn(Cc3ccccc3)c3ccccc23)c2ccccc2N1Cc1ccccc1	99	111	91	97	95	·	77	·
CNC(=O)c1nc(Nc2ccc(NC(=O)Nc3cccc(OC)c3)cc2)c2ccccc2n1	69	101	89	81	85	55	59	87
N=C(N)c1ccc(-c2ccc(-c3cncc4ccccc34)s2)cc1F	-25*	-90*	-83*	-4.0*	-51*	·	·	-87*
CCOC(=O)c1sc2nc(-c3cccc(O)c3)nc(N3CCOCC3)c2c1C	29	63	69	65	60	42	55	31
COCCOCn1c(NN)c(C#N)c2c(N)ncnc21	103	113	110	93	71	107	·	65
OC(CC(c1ccccc1)c1cccc2ccccc12)(c1ccccc1)c1ccccc1 (stereo not given)	53&77	89&97	97&95	63&95	67&93	83&38	67&88	58&50
Cc1sc2nc(COC(=O)c3cc(=O)c4ccccc4o3)[nH]c(=O)c2c1C	103	103	101	94	92	79	80	85
O=C(N/N=C/c1cccc(O)c1)c1ccccc1Nc1cccc(C(F)(F)F)c1	·	89	73	·	·	3.8*	88	63
COc1ccc2[nH]c(=O)c(O)c(-c3cc(OC)c(OC)c(OC)c3)c2c1	107	101	99	115	102	99	99	87
Cc1cc(F)ccc1S(=O)(=O)Nc1ccc(-c2cnc(N)[nH]2)cc1	·	93	98	·	·	76	85	81
O=C(O)CN1C(=O)C(=Cc2cn(CC(=O)O)c3ccccc23)C(=O)N(CC(=O)O)C1=O	113	108	118	·	113	98	104	·

For reference, some entries already given:
SMILES	MOLT-4	MDA-MB-435	HOP-62	SR	K-562	CCRF-CEM	RPMI-8226	HOP-92
CC1CCC(=NNC(=O)Cc2ccccc2Nc2c(Cl)cccc2Cl)CC1 (stereo not given)	108	102	83	102	110	105	105	90
c1ccc(-c2ccc(-c3ccccc3)[nH]2)cc1	80	98	105	96	81	91	80	·
CN1CCN(C(=S)S)CC1	105	109	108	104	74	89	102	104
COc1ccc(/C=C(/C(=O)N2CCN(Cc3ccccc3)CC2)c2cc(OC)c(OC)c(OC)c2)cc1O	72	1.0*	74	28	23	65	67	44
Cc1ccc2c(c1)c(-c1nc(-c3cn(C)c4ncccc34)cs1)cn2C	95	98	118	·	98	90	93	101
CCOC(=O)c1cn2c(c1C(=O)OCC)C(O)(c1ccc(Br)cc1)N(C)c1ccccc1-2 (stereo not given)	102	98	93	76	99	97	99	87
COc1ccc(-c2nn(-c3ccc(S(C)(=O)=O)cc3)cc2/C=C/C(=O)c2ccc(NC(=O)CO[N+](=O)[O-])cc2)cc1	105	104	100	74	96	103	100	95
COc1ccc(NC(=O)CSc2nnc(-c3ccc4nc(-c5ccc(OC)cc5)[nH]c4c3)o2)cc1	89	99	109	86	85	89	74	108
O=C(O)CCC(=O)/C=C/c1cccc2ccccc12	99	103	92	97	·	105	119	·
COCC(=O)NNc1[nH]c(-c2ccc(OC)cc2)cc1C#N	82	102	·	102	97	56	101	95
Cc1onc(-c2c(F)cccc2Cl)c1C(=O)Oc1ccccc1	92	101	95	·	72	·	71	67
C=CCNC(=S)NNc1ccc([N+](=O)[O-])cn1	99	96	105	98	94	71	101	98
O=C1/C(=C\c2cn(Cc3ccccc3)c3ccccc23)c2ccccc2N1Cc1ccccc1	99	111	91	97	95	·	77	·
CNC(=O)c1nc(Nc2ccc(NC(=O)Nc3cccc(OC)c3)cc2)c2ccccc2n1	69	101	89	81	85	55	59	87
N=C(N)c1ccc(-c2ccc(-c3cncc4ccccc34)s2)cc1F	-25*	-90*	-83*	-4.0*	-51*	·	·	-87*
CCOC(=O)c1sc2nc(-c3cccc(O)c3)nc(N3CCOCC3)c2c1C	29	63	69	65	60	42	55	31
COCCOCn1c(NN)c(C#N)c2c(N)ncnc21	103	113	110	93	71	107	·	65
OC(CC(c1ccccc1)c1cccc2ccccc12)(c1ccccc1)c1ccccc1 (stereo not given)	53&77	89&97	97&95	63&95	67&93	83&38	67&88	58&50
Cc1sc2nc(COC(=O)c3cc(=O)c4ccccc4o3)[nH]c(=O)c2c1C	103	103	101	94	92	79	80	85
O=C(N/N=C/c1cccc(O)c1)c1ccccc1Nc1cccc(C(F)(F)F)c1	·	89	73	·	·	3.8*	88	63
COc1ccc2[nH]c(=O)c(O)c(-c3cc(OC)c(OC)c(OC)c3)c2c1	107	101	99	115	102	99	99	87
Cc1cc(F)ccc1S(=O)(=O)Nc1ccc(-c2cnc(N)[nH]2)cc1	·	93	98	·	·	76	85	81
O=C(O)CN1C(=O)C(=Cc2cn(CC(=O)O)c3ccccc23)C(=O)N(CC(=O)O)C1=O	113	108	118	·	113	98	104	·

Next section.
SMILES	MOLT-4	MDA-MB-435	HOP-62	SR	K-562	CCRF-CEM	RPMI-8226	HOP-92
Cc1ccc(C(C)C)c(S)c1C(C)C	102	100	92	97	104	99	104	101
CCC1CCc2nc3sc(C(=O)Nc4ccccc4C)c(N)c3cc2C1 (stereo not given)	40	-38*	54	13	24	19	3.9*	42
O=C(O)c1cc(-c2ccccc2)c2sc(=O)[nH]c2n1	95	105	97	98	92	96	104	·
COc1ccc(-c2c(C#N)c(=O)[nH]c3c2c(N)nn3-c2ccccc2)cc1	94	106	100	105	96	100	92	93
COc1cc(-c2nn(-c3ccc(NC(=O)CN4CCOCC4)cc3)cc2-c2ccncc2)ccc1Cl	36	67	82	53	27	45	42	48
CCOC(=O)c1[nH]c(C)c(/C(C)=N\O)c1C	94	106	91	124	103	118	117	108
NC[C@@H]1O[C@H](O[C@@H]2[C@@H](CO)OC(O[C@@H]3[C@@H](O)[C@H](N)C[C@H](N)[C@H]3O[C@H]3O[C@H](CO)[C@@H](O)[C@H](O)[C@H]3N)[C@@H]2O)[C@H](N)[C@@H](O)[C@@H]1O (stereo not given in full)	112	99	107	104	97	112	104	114
CC(N)(CSCc1ccccc1)C(=O)O (stereo not given)	108	90	104	102	113	107	103	106
CCCCCCCCCCCCCCCCCC(=O)NNc1ccccc1	90	88	92	74	85	88	118	·
CC(=O)OC1COC(c2ccccc2)OC1C1OC(c2ccccc2)OCC1OC(C)=O (stereo not given)	101	105	100	97	111	97	104	92
CN(CCO)c1ncnc2c1cnn2C	95	100	82	116	106	100	97	73
O=C(Cc1ccc(NC(=O)c2cccc(Cl)c2)cc1)NCc1ccccc1	40	-30*	47	11	14	23	66	72
CCN(CC)CCC(Br)(C#N)c1ccccc1 (stereo not given)	94	105	108	87	92	76	99	·
O=C(Cn1cc(C2CC2)nn1)Nc1nc2ccccc2s1	110	104	107	107	100	100	114	113
O=[N+]([O-])c1cccc(-c2nnc(CSc3nnc(-c4ccc(Cl)cc4Cl)o3)o2)c1	104	102	108	108	93	98	·	101
CCCCn1cnc(-c2cc(-c3ccccc3)cc(C(F)(F)F)c2)n1	89	105	99	89	96	97	98	76
CCNC(=S)n1nc(-c2cccc(Cl)c2)nc1N	106	107	89	91	100	103	102	93
CS(=O)(=O)Nc1ccc(Cn2c(=O)[nH]c(=S)[nH]c2=O)cc1	105	100	103	106	101	99	99	97
CC(=O)Nc1nc(C)c(C(=O)NNC=O)s1	98	107	111	105	55	101	118	67
C#CCC1(c2cccc(C(F)(F)F)c2)NS(=O)(=O)c2ccccc21 (stereo not given)	96	101	83	111	107	112	95	88
CCCCOc1nc2c(c(=O)n(C)c(=O)n2C)n1C	102	117	101	·	116	86	88	100
CCCCCC1CCCCN1C(=O)OC (stereo not given)	78	111	107	·	105	94	102	101
COc1ccc2nc(Cl)c3sc4ccc(F)cc4c(=O)c3c2c1	117	99	89	·	120	96	112	75
COC(=O)c1cc(=O)c(O)c2c(O)c(O)ccc2c1	63	74	91	82	47	82	72	59
OCCCCc1nccc2c1[nH]c1ccccc12	119	86	95	140	80	·	·	104
O=C(c1ccc(O)cc1)[C@@H]1[C@@H]2CCCN2[C@]2(C(=O)Nc3ccccc32)[C@H]1c1ccc(F)cc1	85	97	89	92	87	94	97	80
